# Source: PubChem BioAssay
# FH mod = Identification of activators of human fumarate hydratase by quantitative high-throughput screening. Potency, µM (series often up to 79.9 µM), for the others: top-dose activity change, negative = inhibition, actives largely listed as inhibitors. FH coupled MDH/diaphorase resazurin fluorescence, 15 min. AID 1347055, 2019. hit rate 0.22% among 54,000; further: the screen sought activators but most active calls are inhibition curves; nearly all actives have a fitted effect of over 45% in size
# Target sequence (P07954 whole entry, looked up): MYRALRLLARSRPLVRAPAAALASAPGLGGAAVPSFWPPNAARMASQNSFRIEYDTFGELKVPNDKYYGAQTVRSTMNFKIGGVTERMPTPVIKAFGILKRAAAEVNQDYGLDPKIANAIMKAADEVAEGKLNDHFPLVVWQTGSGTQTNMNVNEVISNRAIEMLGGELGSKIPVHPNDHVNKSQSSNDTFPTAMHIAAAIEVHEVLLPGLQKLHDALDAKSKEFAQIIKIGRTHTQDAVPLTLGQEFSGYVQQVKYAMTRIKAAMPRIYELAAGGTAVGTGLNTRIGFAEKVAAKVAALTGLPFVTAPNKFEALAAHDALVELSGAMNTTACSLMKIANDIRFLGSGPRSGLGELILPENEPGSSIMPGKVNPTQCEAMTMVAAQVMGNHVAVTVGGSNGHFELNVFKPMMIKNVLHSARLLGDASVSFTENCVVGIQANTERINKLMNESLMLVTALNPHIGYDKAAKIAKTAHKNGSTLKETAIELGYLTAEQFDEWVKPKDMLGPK
# NTMT1 inh = Primary qHTS for Inhibitors of N-terminal methyltransferase 1 (NTMT1): MTaseGlo Assay; hit rate 2.5% among 59,000; AID 1645870, 2021; NTMT1 MTase-Glo SAH luminescence, purified enzyme; Potency, µM (highest dose often 114 µM), for the others: at the highest dose activity change, negative = inhibition, most hits filed as inhibitors; N-terminal Xaa-Pro-Lys N-methyltransferase 1 (Homo sapiens), Q9BV86;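 further: plate controls were DMSO vehicle for no effect and no enzyme for full effect; nearly all actives have a fitted effect of over 65% in size; many of its hits are not listed in these tables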
# Target sequence (Q9BV86 whole entry, looked up): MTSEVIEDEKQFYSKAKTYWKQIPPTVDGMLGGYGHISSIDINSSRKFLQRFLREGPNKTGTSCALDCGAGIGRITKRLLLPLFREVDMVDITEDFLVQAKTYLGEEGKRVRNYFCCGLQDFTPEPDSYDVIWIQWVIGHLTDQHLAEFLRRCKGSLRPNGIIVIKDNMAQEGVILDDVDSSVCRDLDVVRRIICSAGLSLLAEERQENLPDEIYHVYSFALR
# Active calls of the source: *; ? = inconclusive; & = joins results of further samples; [ ] = remark or other dose. The call rests on the fitted dose curve; in most records, active means well fitted curve in the direction sought with a large enough effect; inconclusive means small, poorly fitted or top-dose-only effect, or another doubt; inactive means no such curve, though single readings can be large; an effect the other way counts as inactive or inconclusive. Unless noted, on the % scale 0 is the no-effect control and ±100 the full control effect; potency means the concentration at half of the fitted maximal effect.
# Screens in order – FH mod, NTMT1 inh
- CN(C)c1ccc(C2Nc3ccc4ccccc4c3C3=C2C(=O)CC(C)(C)C3)cc1Br (stereo unspecified)
    -14.6%, 20.2%&4.9%[57.5 µM]
- Cc1c(N(C)C)c(=O)n(-c2ccccc2)n1C
    0.0%[53.3 µM], 16.3%[57.5 µM]
- CCOc1ccccc1N=Nc1c(C)[nH]n(-c2nc(-c3ccccc3)cs2)c1=O
    -0.9%[53.3 µM], 14.8%
- NC(=O)N1CCC(CC(=O)N2CCC(C3c4ncc(Br)cc4CCc4cc(Cl)cc(Br)c43)CC2)CC1 (stereo unspecified)
    -21.6%, 6.1%[57.5 µM]
- CC1(C)CC[C@]2(C(=O)O)CC[C@]3(C)C(=CCC4[C@@]5(C)CC[C@H](O[C@@H]6O[C@H](C(=O)O)[C@@H](O)[C@H](O[C@@H]7O[C@H](CO)[C@H](O)[C@H](O)[C@H]7O)[C@H]6O[C@@H]6O[C@H](CO)[C@@H](O)[C@H](O)[C@H]6O)C(C)(C)C5CC[C@]43C)[C@@H]2C1 (stereo partly specified)
    0.7%[13.5 µM], 11.2%[6.45 µM]
- Nc1nc(Cl)nc2c1ncn2[C@@H]1O[C@H](CO)[C@@H](O)[C@@H]1F
    -3.5%[53.3 µM], 7.9%
- CC(C)Oc1ccc(C(=O)N[C@H](CNC(=O)CN(C)C)Cc2ccc(-c3cn4cccc([C@H](C)O)c4n3)cc2)cc1Cl
    5.7%[53.3 µM], -0.7%
- CC(C)[C@H](N)C(=O)OCCOCn1cnc2c(=O)[nH]c(N)nc21
    6.1%&2.9%[53.3 µM], 1.5%
- COc1ccccc1Oc1ccc(N(Cc2cccnc2)S(=O)(=O)CC(F)(F)F)cc1
    -1.9%, 0.8%[57.5 µM]
- C[C@@H]1CC[C@@]2(OC1)O[C@H]1C[C@H]3[C@@H]4CC=C5C[C@@H](O)CC[C@]5(C)[C@H]4CC[C@]3(C)[C@H]1[C@@H]2C
    -1.1%[53.3 µM], 10.0%[29.8 µM]
- CN(C)CCCNC(=O)c1ccc(-c2cc(O)c3ncccc3c2)cc1
    ?, ?
- O=C(O)c1ccc(CN2CCC(CN[C@@H]3C[C@H]3c3ccccc3)CC2)cc1
    6.5%, -19.2%
- CC(=O)OC[C@]12[C@H](OC(C)=O)[C@H](OC(=O)c3ccccc3)[C@@H]3[C@@H](OC(C)=O)[C@]1(OC3(C)C)[C@H](C)C[C@H](OC(=O)c1ccccc1)[C@@H]2OC(=O)c1ccccc1
    -5.7%[20.6 µM], 8.4%[12.6 µM]
- CC(C)CNc1ccnc(NCc2csc(-c3ccccc3)n2)n1
    -0.5%, ?
- CSCC1OC(n2cnc3c(=O)[nH]cnc32)C(O)C1O (stereo unspecified)
    5.2%, 2.8%[57.5 µM]
- C=C1[C@@H]2CC[C@@H]3[C@@](CCC4C(C(=O)O)(C(=O)O)C[C@@H](O[C@@H]5O[C@H](CO)[C@@H](O)[C@H](O)[C@H]5OC(=O)CC(C)C)C[C@]43C)(C2)[C@H]1O (stereo partly specified)
    0.0%[20.6 µM], 11.0%[12.6 µM]
- O=C(C=CC#Cc1cccc(NS(=O)(=O)c2ccccc2)c1)NO
    0.0%[53.3 µM], 4.8%[57.5 µM]
- CCCCS(=O)(=O)N[C@@H](Cc1ccc(OCCCCC2CCNCC2)cc1)C(=O)O
    0.0%, ?
- COC1CCC(N(C(=O)C2CCC(C)CC2)c2cc(C3=CCCCC3)sc2C(=O)O)CC1 (stereo unspecified)
    1.6%[53.3 µM], 36.9%[activator][57.5 µM]
- CCOc1cc(N)c(Cl)cc1C(=O)NCC1CN(Cc2ccc(F)cc2)CCO1 (stereo unspecified)
    11.2%&-8.4%[53.3 µM], ?
- CN(C[C@@H]1COCCO1)S(=O)(=O)Nc1ccc2ccc3ncc(-c4cnn(C)c4)cc3c(=O)c2c1
    ?, -8.7%&15.4%[57.5 µM]
- CCc1nnc(NS(=O)(=O)c2ccc(NC(=S)NC(=O)/C=C/c3ccc(F)cc3)cc2)s1
    -18.3%, ?
- O=C(C=Cc1c(C(=O)O)[nH]c2cc(Cl)cc(Cl)c12)Nc1ccccc1
    -8.8%[53.3 µM], ?
- COC(=O)[C@H]1[C@H]2C[C@@H]3c4[nH]c5cc(OC)ccc5c4CCN3C[C@H]2C[C@@H](OC(=O)COc2ccc(OC)cc2)[C@@H]1OC
    -4.3%[53.3 µM], -2.4%
- O=C(O)CCc1ccc(NCc2cccc3c2CCCN3CCOc2ccccc2)cc1F
    ?, ?
- CCCCCCNC(=O)n1cc(F)c(=O)[nH]c1=O
    16.8%&0.0%[53.3 µM], -11.9%
- C=CC(=O)Nc1cc2c(Nc3ccc(F)c(Cl)c3)ncnc2cc1C#CC(C)(C)N1CCN(C)CC1
    0.8%, ?
- C=C[C@@]1(C)CC(=O)C2[C@](C)(O1)[C@@H](OC(C)=O)[C@@H](O)[C@H]1C(C)(C)CCC[C@]21C (stereo partly specified)
    -0.2%[20.6 µM], 3.0%[12.6 µM]
- O=C(NCN1CCOCC1)c1cnccn1
    12.2%[53.3 µM], 18.8%[57.5 µM]
- O=C(O)CO.[NH2-].[NH2-].[Pt+2]
    -3.4%[53.3 µM], 19.7%[57.5 µM]
- CC1(C)CC[C@]2(C(=O)O)CC[C@]3(C)C(=CCC4[C@@]5(C)C[C@@H](O)[C@H](O)[C@@](C)(CO)C5CC[C@]43C)[C@@H]2[C@@H]1O (stereo partly specified)
    -3.4%[53.3 µM], 21.2%[29.8 µM]
- CC(=O)O[C@@H]1CC(C)=C2[C@H]1[C@H](C)CC[C@H]2/C=C(\C)C(=O)O
    -0.1%, -3.3%[57.5 µM]
- C[C@@H]1C[C@@H]([C@@H](O)C(C)(C)O)O[C@H]2C[C@@]3(C)C(=C12)C[C@H](O)[C@H]1[C@@]2(C)CCC(=O)C(C)(C)C2CC[C@@]13C (stereo partly specified)
    2.3%[53.3 µM], -1.2%[29.8 µM]
- CC(C)C(N)C(=O)OCC(CO)OCn1cnc2c(=O)[nH]c(N)nc21 (stereo unspecified)
    15.3%, 14.9%
- C=C(C(=O)O)[C@@H]1CC[C@@]2(C)CCC[C@@](C)(O)[C@@H]2C1
    2.3%, -3.7%[57.5 µM]
- COc1c(C(CC(C)C)OC(C)=O)ccc(Oc2c(O)cc(C)cc2/C=C/C(C)=O)c1C(=O)O (stereo unspecified)
    -14.7%[53.3 µM], -0.4%[29.8 µM]
- CCN1CCCC1CNC(=O)c1cc(S(N)(=O)=O)ccc1OC (stereo unspecified)
    -20.6%&0.0%[53.3 µM], -2.8%[57.5 µM]
- CN(C)c1ccc2c(c1)OC(N)=C(C#N)C2c1cccc(C(F)(F)F)c1 (stereo unspecified)
    ?, -12.6%[57.5 µM]
- COc1cc(/C=C\c2ccc(O)cc2)cc(OC)c1
    ?, ?
- CC(O)C(C)n1ncn(-c2ccc(N3CCN(c4ccc(OCC5COC(Cn6cncn6)(c6ccc(Cl)cc6Cl)O5)cc4)CC3)cc2)c1=O (stereo unspecified)
    -13.5%, 7.5%[57.5 µM]

# Filtered by structure: those above containing bromine.
# Screens in order – FH mod, NTMT1 inh
- CN(C)c1ccc(C2Nc3ccc4ccccc4c3C3=C2C(=O)CC(C)(C)C3)cc1Br (stereo unspecified)
    -14.6%, 20.2%&4.9%[57.5 µM]
- NC(=O)N1CCC(CC(=O)N2CCC(C3c4ncc(Br)cc4CCc4cc(Cl)cc(Br)c43)CC2)CC1 (stereo unspecified)
    -21.6%, 6.1%[57.5 µM]

# (further entries)
# Screens in order – FH mod, NTMT1 inh
- CN[C@H]1CCc2cc(OC)c(OC)c(OC)c2-c2ccc(OC)c(=O)cc21
    0.6%[53.3 µM], 15.8%
- Cn1cc(-c2ccncc2)c(-c2ccc(OCc3ccc4ccccc4n3)cc2)n1
    -17.7%, 0.1%&-5.4%[57.5 µM]
- C[C@H](CCC(=O)O)[C@H]1CCC2C3C[C@H](O)[C@@H]4C[C@H](O)CC[C@]4(C)C3CC[C@@]21C (stereo partly specified)
    8.8%[53.3 µM], 11.0%
- CCN(CC)CCOc1ccc2c(c1)C(=O)c1cc(OCCN(CC)CC)ccc1-2
    -6.9%[53.3 µM], ?
- O=C(/C=C/c1ccc(O)c(O)c1)OC[C@H]1O[C@@H](OC2CCCCC2O)[C@H](O)[C@@H](O)[C@@H]1O (stereo partly specified)
    -0.3%[53.3 µM], -24.4%[29.8 µM]
- C=C(C(=O)OC)C1C(O)CC2(C)C(=O)CCC(O)(CO)C2C1O (stereo unspecified)
    1.9%[53.3 µM], 11.4%[29.8 µM]
- O=c1cc(N2CCN(c3cccc(C(F)(F)F)c3)CC2)[nH]c(=O)n1C1CCCCC1
    0.0%, 6.8%[57.5 µM]
- CC1=C(C)C(=O)OC(C(C)C2CCC3C4C5OC5C5(O)CC(OC6OC(CO)C(OC7OC(C)C(O)C(O)C7O)C(O)C6O)CC(O)C5(C)C4CCC23C)C1 (stereo unspecified)
    -1.5%[20.6 µM], -11.9%[12.6 µM]
- CC1(CO)CC(O)C2(C)CCC3(C)C(=CCC4C5(C=O)CCC(OC6OC(C(=O)O)C(O)C(O)C6OC6OC(C(=O)O)C(O)C(O)C6O)C(C)(C)C5CCC43C)C2C1 (stereo unspecified)
    0.7%[20.6 µM], 0.4%[12.6 µM]
- CCCS(=O)(=O)Nc1ccc(F)c(C(=O)c2c[nH]c3ncc(-c4ccc(Cl)cc4)cc23)c1F
    ?, 1.5%

# Of the compounds above, these have a CF3 group:
# Screens in order – FH mod, NTMT1 inh
- COc1ccccc1Oc1ccc(N(Cc2cccnc2)S(=O)(=O)CC(F)(F)F)cc1
    -1.9%, 0.8%[57.5 µM]
- CN(C)c1ccc2c(c1)OC(N)=C(C#N)C2c1cccc(C(F)(F)F)c1 (stereo unspecified)
    ?, -12.6%[57.5 µM]
- O=c1cc(N2CCN(c3cccc(C(F)(F)F)c3)CC2)[nH]c(=O)n1C1CCCCC1
    0.0%, 6.8%[57.5 µM]

# Continued:
# Screens in order – FH mod, NTMT1 inh
- C[C@H](NC(=O)C(C#N)=Cc1cccc(Br)n1)c1ccccc1
    6.9%[53.3 µM], -0.6%[57.5 µM]
- O=C(O)c1cc(-c2ccccc2)nc2ccccc12
    7.0%, ?
- C[C@H]1O[C@@H](O[C@H]2CC[C@@]3(C)[C@H](CC[C@@H]4[C@@H]3C[C@@H](O)[C@]3(C)[C@@H](C5=CC(=O)OC5)CC[C@]43O)C2)C[C@H](O)[C@@H]1O[C@H]1C[C@H](O)[C@H](O[C@H]2C[C@H](O)[C@H](O[C@@H]3O[C@H](CO)[C@@H](O)[C@H](O)[C@H]3O)[C@@H](C)O2)[C@@H](C)O1
    -0.8%[53.3 µM], 37.5%[activator][57.5 µM]
- CCCc1cc(C)n(C)c(=O)c1CN(C)C(=O)c1cc(-c2ccc(N3CCN(C(C)C)CC3)nc2)cc2c1cnn2C(C)C
    7.4%, -2.6%[57.5 µM]
- C[C@@H]1[C@H](C)CC[C@]2(C(=O)O)CC[C@]3(C)C(=CC[C@@H]4[C@@]5(C)CC[C@H](O)C(C)(C)[C@H]5CC[C@]43C)[C@@H]12
    2.1%, -1.0%
- c1ccc(-c2ncc(CN3CCN(c4ncccn4)CC3)[nH]2)cc1
    -9.7%, 6.3%[57.5 µM]
- C=C(C)C1CC2(CO)C(=CC1=O)CCC(O)C2C (stereo unspecified)
    2.6%, -6.8%[57.5 µM]
- C[C@@H]1O[C@@H](O[C@H]2[C@@H]3C=CO[C@@H](O[C@@H]4O[C@H](CO)[C@@H](O)[C@H](O)[C@H]4O)[C@@H]3[C@@]3(CO)O[C@@H]23)[C@H](OC(=O)/C=C/c2ccc(O)cc2)[C@H](O)[C@H]1O
    4.7%[20.6 µM], -13.5%[12.6 µM]
- CNC(=O)c1ccccc1Nc1nc(Nc2ccc(N3CCNCC3)cc2)ncc1Cl
    -1.5%, -4.0%[57.5 µM]
- CC(C)(C#N)c1cc(Cn2cncn2)cc(C(C)(C)C#N)c1
    15.3%&-3.1%[53.3 µM], ?
- CC(O)/C=C/C1(O)C(C)C(O)C(O[C@@H]2O[C@H](CO)[C@@H](O)[C@H](O)[C@H]2O)CC1(C)C (stereo partly specified)
    1.3%[53.3 µM], -0.2%[29.8 µM]
- COC1C=C(C)C(O)(CO)C2(C)CCCC(C)(C)C12 (stereo unspecified)
    8.3%, 6.7%[57.5 µM]
- COc1ccc(-c2oc3ncnc(N)c3c2-c2ccc(NC(=O)Nc3cc(C(F)(F)F)ccc3F)cc2)cc1
    0.6%, -10.4%&5.0%
- CN(C)CCOc1cc(-c2cn[nH]c2)ccc1NC(=O)C1COc2ccccc2O1 (stereo unspecified)
    ?, ?
- Clc1ccc2ncc(-c3cccc(NC4CCNCC4)n3)n2c1
    5.2%, ?
- C=C1C(=O)OC2CC(C)=C(C(C)CCCO)C(O)C12 (stereo unspecified)
    -19.8%, 10.2%[57.5 µM]
- CC(=O)OC[C@@]12[C@H](O)C[C@]3(C)C(=CCC4[C@@]5(C)CC[C@H](O[C@@H]6O[C@H](C(=O)O)[C@@H](O[C@@H]7O[C@H](CO)[C@@H](O)[C@H](O)[C@H]7O)[C@H](O)[C@H]6O[C@@H]6O[C@H](CO)[C@@H](O)[C@H](O)[C@H]6O)[C@](C)(CO)C5CC[C@]43C)[C@@H]1CC(C)(C)[C@@H](OC(C)=O)[C@@H]2O (stereo partly specified)
    9.7%[20.6 µM], 6.9%[12.6 µM]

# An excerpt; count on the stated rates, not on these rows.
